Rev-erbA mod = modulates human Rev-erb alpha binding to DNA; Rev-erbα–FITC-DNA binding, fluorescence polarization, 90 min; activity, % at 10 µM; 370,000 tested, 0.79% active;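 active = activity above about 14%, limit read from the data; passing the limit was not always enough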;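 note: 0% = DMSO wells with 35 nM protein and 100% = DMSO wells with 750 nM protein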
SMARCA2 activ = activators of SMARCA2 function; MG213 cells, MMTV-luciferase reporter, dexamethasone, overnight; activation, % at 9.1 µM; 370,000 tested, 1% active; AID 652017; in the data active = activation above about 7.8%;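 note: 0% = vehicle wells and 100% = reference activator wells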
ADAM17 inh = inhibitors of human ADAM17; P78536; recombinant ADAM17, EDANS/DABCYL FRET peptide cleavage; inhibition, % at 6.95 µM; 370,000 tested, 0.83% active; AID 720648;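 active = inhibition above the mean of compounds lying between control limits plus 3 SD, set per campaign, cut at about 8.5% in these data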;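 note: 0% = DMSO-only wells as the low control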
hgDAF-12 ag = agonists of H. glycines DAF-12 nuclear receptor. HEK293 GAL4-hgDAF12 UAS-luciferase reporter, agonist luminescence; normalized to butyrate control. activation, % at 6.8 µM. 370,000 tested, 1.8% active. AID 687014;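 active = activation above a cutoff set at the mean of all screened compounds plus 3 SD, cut at about 10% in these data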;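 note: 0% = DMSO wells and 100% = sodium butyrate wells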
PLC-gamma1 inh = PLC-gamma1 (human) inhibition, primary screen | P19174 | purified PLC-gamma1, fluorogenic substrate, fluorescence | inhibition, % at 12.2 µM | 370,000 tested, 0.84% active; in the data active = inhibition above about 9.5%
PLC-beta3 inh = inhibitors of human phospholipase C beta3 | 370,000 tested, 0.18% active | Q01970 | inhibition, % at 12.2 µM | Purified PLC-beta3, fluorogenic substrate, fluorescence; in the data active = inhibition above about 11%;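 note: 0% = median of compound wells on plate and 100% = full blocker control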
DAX1 inh-1 = blocks DAX1 repression of SF-1 activated StAR promoter; HEK293T StAR-luciferase reporter, SF-1/DAX-1 repression relief; inhibition, % at 6.8 µM; 370,000 tested, 1.1% active; AID 652010;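 active = inhibition above the mean over all tested compounds plus 3 SD, cut at about 3.6% in these data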;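 note: 0% = DAX-1 cells with DMSO and 100% = cells lacking DAX-1 with DMSO; higher inhibition means more luminescence from relief of DAX-1 repression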
ssDAF-12 act = S. stercoralis DAF-12 activation, primary screen; HEK293 ssDAF-12/GRIP1 lit1-tk-luc reporter, luminescence; % of 3 µM dafachronic acid response; activation, % at 6.8 µM; 370,000 tested, 1% active; AID 652126;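 active = activation above the mean over all tested compounds plus 3 SD, cut at about 0.9% in these data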;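 note: 0% = DMSO-only wells and 100% = 3 µM delta7-dafachronic acid wells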
DAX1 inh-2 = NR0B1 (DAX1) inhibition; P51843; HEK293 Gal4-DAX1 luciferase reporter, luminescence; inhibition, % at 6.75 µM; 340,000 tested, 0.99% active; AID 504766;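 active = inhibition above the mean over all tested compounds plus 3 SD, cut at about 4.2% in these data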;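 note: 0% = DAX1-transfected cells with DMSO and 100% = empty-vector control cells with DMSO; inhibition shows as a rise in luminescence from relieved DAX1 repression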
Target sequence (P51843 207-470 limits assumed): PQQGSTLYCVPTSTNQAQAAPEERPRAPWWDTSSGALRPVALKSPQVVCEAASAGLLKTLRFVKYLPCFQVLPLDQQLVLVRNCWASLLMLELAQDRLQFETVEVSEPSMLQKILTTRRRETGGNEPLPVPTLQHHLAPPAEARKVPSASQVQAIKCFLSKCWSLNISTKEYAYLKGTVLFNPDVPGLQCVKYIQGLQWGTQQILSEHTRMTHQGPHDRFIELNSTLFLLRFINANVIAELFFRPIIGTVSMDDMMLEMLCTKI
MBD2 DNA inh = blocks human MBD2 binding to methylated DNA; AID 686964; Q9UBB5; inhibition, % at 4.4 µM; 370,000 tested, 0.31% active; TR-FRET, MBD2 binding to methylated oligonucleotide; in the data active = inhibition above about 13%
Target sequence (Q9UBB5 whole entry, looked up): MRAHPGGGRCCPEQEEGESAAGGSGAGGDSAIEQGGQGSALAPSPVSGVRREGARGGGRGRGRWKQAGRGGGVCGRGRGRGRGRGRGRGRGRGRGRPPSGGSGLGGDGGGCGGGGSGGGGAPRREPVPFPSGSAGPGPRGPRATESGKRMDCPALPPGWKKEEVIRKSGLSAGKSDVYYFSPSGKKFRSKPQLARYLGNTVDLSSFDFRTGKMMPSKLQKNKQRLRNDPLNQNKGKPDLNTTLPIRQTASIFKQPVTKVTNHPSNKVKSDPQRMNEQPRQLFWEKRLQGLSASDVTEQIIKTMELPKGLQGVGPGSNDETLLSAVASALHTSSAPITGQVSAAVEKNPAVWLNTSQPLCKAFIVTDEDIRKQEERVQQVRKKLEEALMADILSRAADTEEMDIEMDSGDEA
hcDAF-12 act = H. contortus DAF-12 activation, primary screen; AID 652067; HEK293 hcDAF-12 lit1-tk-luc reporter, luminescence; 0% DMSO, 100% Δ7-dafachronic acid; activation, % at 6.8 µM; 370,000 tested, 1.4% active;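 active = activation above the mean of all tested compounds plus 3 SD, cut at about 5.5% in these data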;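 note: 100% = response to 3 µM Δ7-dafachronic acid high control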
Active calls of the source: *; i = inactive; . = no result given; & = joins results of further samples. This is a subset; count on the stated rates, not on these rows.

Preview, 7 compounds:
SMILES | Rev-erbA mod | SMARCA2 activ | ADAM17 inh | hgDAF-12 ag | PLC-gamma1 inh | PLC-beta3 inh | DAX1 inh-1 | ssDAF-12 act | DAX1 inh-2 | MBD2 DNA inh | hcDAF-12 act
COC(=O)C1=C(c2ccc(F)cc2F)C[C@@H]2CC[C@H]1N2C(=O)N1CCCC1 | 4 | 0 | -1 | 1.6 | 0 | 3 | -0.4 | -0.2 | 0.2 | 0 | -2.4
CCCCCCOc1ccc(CN2CCN(C)CC2)cc1 | -5 | -1 | 3 | 1.4 | 4 | 7 | -0.5 | -1.4 | 1.6 | -1 | 0.0
CCOc1ccc(-n2c(-c3cccs3)nc3ccccc3c2=O)cc1 | 6 | 5 | -3 | 0.7 | -1 | 3 | -0.3 | -1.0 | -0.5 | 2 | 0.0
CNC(=O)Oc1cccc(-c2cn3cc(OC(=O)NC)ccc3n2)c1 | 2 | 4 | -33 | 6.6 | -95 | -127 | 0.4 | -0.3 | 0.4 | -6 | 1.9
CCCCCCCCN=Cc1c(O)[nH]c(=O)[nH]c1=O | 0 | -2 | 0 | -1.7 | 0 | 0 | -0.1 | -1.6 | . | -6 | -0.4
COc1cccc(C)c1NC1=NCCO1 | 7 | -2 | 6 | -2.2 | 8 | 4 | 3.0 | 0.5 | 0.5 | 0 | -1.2
CC1CC(C)CN(C(=O)COC(=O)c2cn(C)c3ccccc23)C1 (stereo not drawn) | -2 | -1 | -2 | 0.3 | 6 | -2 | 0.3 | -1.1 | -1.2 | -7 | -0.3

The listing, from the first entry:
SMILES | Rev-erbA mod | SMARCA2 activ | ADAM17 inh | hgDAF-12 ag | PLC-gamma1 inh | PLC-beta3 inh | DAX1 inh-1 | ssDAF-12 act | DAX1 inh-2 | MBD2 DNA inh | hcDAF-12 act
COC(=O)C1=C(c2ccc(F)cc2F)C[C@@H]2CC[C@H]1N2C(=O)N1CCCC1 | 4 | 0 | -1 | 1.6 | 0 | 3 | -0.4 | -0.2 | 0.2 | 0 | -2.4
CCCCCCOc1ccc(CN2CCN(C)CC2)cc1 | -5 | -1 | 3 | 1.4 | 4 | 7 | -0.5 | -1.4 | 1.6 | -1 | 0.0
CCOc1ccc(-n2c(-c3cccs3)nc3ccccc3c2=O)cc1 | 6 | 5 | -3 | 0.7 | -1 | 3 | -0.3 | -1.0 | -0.5 | 2 | 0.0
CNC(=O)Oc1cccc(-c2cn3cc(OC(=O)NC)ccc3n2)c1 | 2 | 4 | -33 | 6.6 | -95 | -127 | 0.4 | -0.3 | 0.4 | -6 | 1.9
CCCCCCCCN=Cc1c(O)[nH]c(=O)[nH]c1=O | 0 | -2 | 0 | -1.7 | 0 | 0 | -0.1 | -1.6 | . | -6 | -0.4
COc1cccc(C)c1NC1=NCCO1 | 7 | -2 | 6 | -2.2 | 8 | 4 | 3.0 | 0.5 | 0.5 | 0 | -1.2
CC1CC(C)CN(C(=O)COC(=O)c2cn(C)c3ccccc23)C1 (stereo not drawn) | -2 | -1 | -2 | 0.3 | 6 | -2 | 0.3 | -1.1 | -1.2 | -7 | -0.3
C=C(C)CSc1nnc([C@@H](N)Cc2ccccc2)o1 | -1 | -2 | -3 | 2.0 | -1 | -1 | 0.1 | -0.7 | -0.8 | -6 | -0.2
O=C(C[N+]12CCC(CC1)C(C(O)(c1ccccc1)c1ccccc1)C2)c1ccc(Br)cc1 (stereo not drawn) | 9 | -3 | -4 | 1.7 | 1 | -6 | 0.8 | -1.1 | 1.7 | 0 | -1.3
CC1OC(OC2C(O)CC(OC3C(O)CC(OC4CCC5(C)C(CCC6C5CCC5(C)C(C7=CC(=O)OC7)C(O)CC65O)C4)OC3C)OC2C)CC(O)C1O (stereo not drawn) | -3 | 1 | -3 | -9.0 | -2 | -7 | 16* | -2.1 | -4.0 | -5 | 3.1
COC(=O)C1=C(c2cccc(OCc3ccccc3)c2)C[C@@H]2CC[C@H]1N2C(=O)NCc1ccc2[nH]ccc2c1 | -1 | -1 | 7 | -0.1 | 6 | 2 | -0.5 | -1.4 | 0.1 | 0 | -2.3
Cn1c(O)c(C2=NNC(c3ccc(Cl)cc3)C2)c(=O)n(C)c1=O (stereo not drawn) | 2 | 1 | 0 | 0.7 | -1 | -10 | 0.4 | -0.5 | 1.1 | 3 | 1.7
ClC1=CCC2CN(CCN3CCCCC3)CC2C1 (stereo not drawn) | -3 | -5 | 2 | 1.3 | 0 | 5 | -0.2 | -1.1 | -0.8 | 0 | -0.2
COC(=O)C1=C(c2cccc(OC)c2OC)C[C@@H]2CC[C@H]1N2C(=O)NCCCOC(C)C | 2 | 2 | -6 | -2.6 | -1 | 0 | 0.2 | -1.2 | 0.8 | 1 | -1.0
CCC[N+]12CCC(CC1)C(C(O)(c1ccccc1)c1ccccc1)C2 (stereo not drawn) | -2 | -1 | 0 | 2.1 | 1 | -3 | 0.6 | -1.8 | 0.4 | -2 | -1.3
C[C@]12C=CC(=O)C=C1CC[C@@H]1C2CC[C@]2(C)OC(=O)CCC12 (stereo partly drawn) | -5 | 1 | -2 | -1.0 | 0 | -5 | -0.1 | -1.0 | -1.9 | 1 | 0.3
Cn1c(O)c(/C=C2/C=CC=N2)c(=O)[nH]c1=O | -2 | 0 | -3 | -2.3 | 2 | -9 | -0.5 | -0.1 | 1.9 | -7 | -0.2
C#CCOC(=O)C1=CCCN(C)C1 | 2 | -1 | -5 | -1.5 | 0 | 1 | 1.9 | -1.2 | 0.5 | 1 | -0.1
COc1ccccc1N1C(=O)NC(=O)/C(=C/c2ccc3c(c2)Cc2ccccc2-3)C1=O | 2 | -2 | -15 | 3.1 | -3 | -5 | -0.7 | -1.1 | -0.3 | 1 | 1.2
O=[N+]([O-])c1cc(F)c(N2CCCCC2)cc1Br | -1 | -2 | -3 | -0.1 | 1 | -3 | 0.6 | -1.3 | -0.9 | -6 | 0.8
COC(=O)C(O)(c1ccc(N(C)C)cc1)C(F)(F)F (stereo not drawn) | 0 | -2 | -6 | -0.9 | -2 | -4 | -0.3 | -1.9 | 1.3 | -4 | -0.7
COCCNC(=O)c1c(N)n(Cc2ccco2)c2nc3ccccc3nc12 | 1 | -2 | i | 0.1 | i | i | -1.6 | -0.8 | -0.3 | -4 | -1.3
COc1ccc(C(CN(C)C)C2(O)CCCCC2)cc1 (stereo not drawn) | 4&2 | -4 | -2 | -0.2 | 0 | 3 | 1.5 | -1.2 | 0.5 | 2 | 0.9
CC(NC1=NCCS1)c1ccccc1 (stereo not drawn) | 3 | -4 | -6 | -0.4 | -1 | -88 | 0.8 | -1.9 | -0.3 | -5 | -2.3
COc1ccc(CCNC2CCCCCC2)cc1 | 1 | -2 | -5 | -0.9 | -3 | -3 | 0.3 | -1.7 | 0.8 | -4 | -0.3
CN1CCN(Cc2ccccc2C(F)(F)F)CC1 | 7 | 0 | -4 | -2.3 | -2 | 0 | -0.1 | -1.8 | 0.3 | 9 | -0.7
N#CC(C#N)=C(C#N)c1ccc(Nc2ccccc2)cc1 | 0 | -2 | -4 | -0.6 | -16 | -25 | -0.3 | -1.1 | 0.3 | -2 | -0.7
CCCCn1c(O)c(C=NC2CC3CCC2(C)C3(C)C)c(=O)[nH]c1=O (stereo not drawn) | -6 | -1 | 2 | 1.5 | 3 | 2 | -0.3 | -1.1 | -0.2 | -4 | -2.9
Oc1cc2c(cc1CN1CCN(c3ccc(F)cc3)CC1)OCO2 | 0 | -2 | 2 | 0.4 | 2 | -3 | 2.1 | -0.7 | -1.3 | -4 | 1.3
COc1cc2c(c(OC)c1OC)-c1ccc(O)c(=O)cc1C(NC(C)=O)CC2 (stereo not drawn) | -4 | 1 | -2 | -4.8 | -8 | -18 | 0.9 | -0.4 | 6.4* | 0 | 1.4
COc1ccc(C2SCC(=O)Nc3c2c(C)nn3C2CCOC(C)(C)C2)cc1OC (stereo not drawn) | -3 | -1 | -5 | -2.9 | 1 | -3 | -0.5 | -1.2 | 1.0 | 0 | -1.2
Cn1c(O)c(/C=N/c2ncccn2)c(=O)n(C)c1=O | -2 | -3 | 1 | -3.4 | 1 | 0 | -0.6 | -1.2 | 0.6 | -3 | 0.5
C[C@]12CC[C@@H](O)CC1=CCC1C2CC[C@]2(C)C(=O)[C@H](F)CC12 (stereo partly drawn) | 0 | 0 | -2 | -1.7 | 1 | -5 | -1.0 | -1.3 | 1.0 | -4 | -1.8
CC1CN(c2ccccn2)C(C)CN1C(=O)C(O)(c1ccccc1)c1ccccc1 (stereo not drawn) | 0 | 1 | -8 | 1.0 | 4 | 0 | -1.3 | -1.2 | 0.4 | 2 | 0.6
CCCn1c(C)cc(C=O)c1C | 9 | 0 | -4 | 4.8 | 3 | -6 | -0.5 | -1.7 | -0.4 | 0 | -1.8
COC(=O)C1=C(c2cccc(OCc3ccccc3)c2)C[C@@H]2CC[C@H]1N2C(=O)NCc1ccc(N(C)C)cc1 | 0 | -3 | 3 | -2.8 | 3 | -1 | -0.4 | -1.5 | -2.0 | -1 | -1.4
O=C(NC(Cc1ccccc1)P(=O)(O)Oc1ccccc1)OCc1ccccc1 (stereo not drawn) | -4 | 0 | -1 | -2.7 | 4 | 1 | -0.1 | -1.0 | . | -5 | -1.0
COc1ccccc1CCNC(=O)CCC(=O)N1CC2C[C@@H](C1)Cn1c2cccc1=O | -3 | 0 | -2 | 0.8 | 4 | 3 | 0.8 | -0.6 | 1.7 | -3 | 0.5
COc1ccc(C(=O)C2CCCN(CC3CCCCC3)C2)cc1OC (stereo not drawn) | -3 | 0 | -2 | 3.9 | 2 | 0 | 3.9* | -0.6 | . | 2 | 2.0
N#Cc1ccc(NC(=S)N2Cc3ccc(Br)cc3-n3nncc3C2)cc1 | -4 | -5 | 0 | -3.3 | 3 | -1 | -0.7 | -1.2 | . | -2 | -2.4
NC(=O)CN1C2CCC1CC(NC(=O)C1CC1)C2 (stereo not drawn) | -2 | -1 | -4 | 1.1 | 1 | 1 | -0.1 | -1.2 | 0.2 | 1 | -1.7
CCCCn1nnnc1C(c1cccs1)N1CCC2(CC1)C(=O)NCN2c1ccccc1 (stereo not drawn) | -6 | -1 | -1 | 0.7 | 1 | 5 | -1.6 | -0.8 | . | -1 | -1.2
Cn1c(O)c(/C=C2\C=c3ccccc3=NC2=O)c(=O)n(C)c1=O | -8 | -1 | -33 | 3.8 | -211 | -260 | -0.1 | -0.5 | 0.0 | -5 | 1.3
C[C@@H]1CN([C@H](C)CO)C(=O)CCCn2nncc2CO[C@H]1CN(C)C(=O)Oc1ccc2ccccc2c1 | 1 | -3 | -4 | 0.5 | 3 | 1 | -0.5 | -1.1 | 0.1 | -3 | -1.7
Cc1cc(C)nc(NC2=NCCS2)n1 | 0 | -5 | 4 | -1.4 | 2 | -2 | 0.3 | -1.6 | 1.1 | -2 | -1.7
CCN1CC2C3CCC(C)(O3)C2C1 (stereo not drawn) | -1 | -2 | -5 | -1.5 | -4 | -2 | 0.0 | -0.9 | -0.5 | 0 | -1.2

From PubChem BioAssay
